# Assay outcomes: PubChem, National Center for Advancing Translational Sciences (NCATS)
# Lipid storage S3: qHTS Assay for Lipid Storage Modulators in Drosophila S3 Cells. lipid storage change, negative = inhibition, % at the top dose, mostly 46.1 µM; hits show Potency in µM. AID 2685. Drosophila S3 cells, BODIPY lipid droplet fluorescence, 18-24 h; cells fed with added oleic acid. 0.64% of 320,000 active; active = well fitted inhibition curve with a large enough effect in the signal ratio, with a control signal flat, not every such curve was filed as active; inconclusive = small, poorly fitted or top-dose-only effect, or effect the other way, or a change in a side signal; the % refers to the signal ratio
#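 Drosophila S3 cells loaded with oleic acid (400 uM, as added) and compounds at several concentrations; lipid droplets imaged by 488-nm laser-scanning cytometry, 500–530 nm intensity and object ratio to cell channel. Percent activity normalized to 20 uM Triacsin C.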
# Lipid storage S3 cell count max: also measured in Lipid storage S3; calls as there; cell number change, %; measured here: cell count max response;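 cells counted by Cell Tracker Red CMTPX staining in the red channel; peak over a dose series mostly up to 46.1 µM; percent activity relative to internal control wells on each plate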
# Active calls of the source: *; i = inactive; u = inconclusive; x = not tested or not shown. % is scaled to controls: 0 for no effect and ±100 for the full control effect; potency is read from the fitted curve at half-maximal effect. An excerpt. The share of hits here may be higher or lower than overall.
no.	Molecule	Lipid storage S3 cell count max	Lipid storage S3
1	O=C(NC(Cc1ccccc1)C(=O)O)c1ccccc1 (stereo not given)	-4	-1%
2	O=C1OCc2ccc(NC(=O)C3CCCCC3)cc21	25	i
3	CC(Oc1ccccc1)C(=O)Nc1c2c(nn1-c1ccccc1)CS(=O)(=O)C2 (stereo not given)	x	11%
4	Cc1ccc(S(=O)(=O)N2CCCCC2)c2nsnc12	x	u
5	COc1ccccc1CNS(=O)(=O)c1cccc(S(=O)(=O)N2CCOCC2)c1	29	14%
6	CC1CN(C(=O)COC(=O)c2cccc(NS(=O)(=O)c3ccccc3)c2)CC(C)O1 (stereo not given)	x	u
7	O=C(c1ccc(Cl)c(S(=O)(=O)N2CCOCC2)c1)N(Cc1nnc(-c2ccccc2Cl)o1)C1CC1	x	u
8	CCCCN(C)C(=O)c1cn(C)c2ccc(S(=O)(=O)N(C)C)cc2c1=O	10	2%
9	COc1c2c(nc3ccccc13)OC(C(C)(O)CO)C2 (stereo not given)	x	u
10	CC(C)NS(=O)(=O)c1ccc(NC(=S)NC(=O)c2ccc(-c3ccccc3)cc2)cc1	x	u
11	CCN(c1ccccc1)S(=O)(=O)c1cccc(C(=O)NCC(c2ccco2)N2CCCC2)c1 (stereo not given)	x	-14%
12	Clc1ccc(-c2cn3c(n2)CCC3)cc1	-4	24%
13	CCOC(=O)C(CC)n1nc(C)n2c(cc3occc32)c1=O (stereo not given)	x	u
14	CCOc1ccc(S(=O)(=O)N(C)CC(=O)NCc2ccccn2)cc1Cl	x	u
15	CC(O)[C@H]1CN=C(N)N1CCc1cc(C(F)(F)F)cc(C(F)(F)F)c1 (stereo not given in full)	-8	-16%
16	Cc1ccc(Nc2ccccc2)nn1	17	6%
17	COc1cc(C=C2C(=O)c3ccccc3C2=O)cc(OC)c1	1	-10%
18	CN(C)c1nnnn1-c1ccc(Cl)cc1	x	u
19	CCOc1ccc(C(C)=O)cc1CSc1nnc(-c2ccncc2)n1CCOC	x	u
20	COc1ccc(-n2nc3c(c2NC(=O)Cc2cccc(C)c2)CS(=O)C3)cc1 (stereo not given)	x	u
21	Cn1c(=O)c2c(nc(Oc3ccccn3)n2C)n(C)c1=O	x	u
22	CC(=O)C1=C(NC(=O)c2ccccc2F)C[C@@H]2[C@H]1C2(C)C	x	u
23	O=S(=O)(c1cccc(C(F)(F)F)c1)N1CCC(CO)(CCCc2ccccc2)CC1	6	-14%
24	O=C1NCC(CN(c2ccccc2)c2ccccc2)O1 (stereo not given)	x	u
25	Cc1ccc(-c2nnc(N3CCN(C(=O)Cn4c(=O)n(C)c5ccccc54)CC3)c3ccccc23)cc1	22	i
26	Cc1ccc(-c2ccc(S(=O)(=O)N3CC(C)OC(C)C3)cc2)cc1 (stereo not given)	3	21%
27	CCN=C1SC(C(=O)Nc2cccc(C(=O)O)c2)CC(=O)N1CC (stereo not given)	x	u
28	Cc1cc(N2CCCC2)ccc1NC(=O)CN1C(=O)NC2(CCCCC2)C1=O	1	0%
29	COc1ccccc1NS(=O)(=O)NC(=O)c1cn(C)c2ccccc12	x	u
30	Cc1ccc(Oc2c(C=O)c3ccccc3n2C)cc1	-12	13%
31	Cc1ccc(S(=O)(=O)N[C@H](C(=O)OCC(=O)N2N=C(c3ccc(Cl)cc3)CC2c2ccco2)C(C)C)cc1 (stereo not given in full)	x	u
32	O=S1(=O)N=C(Nc2ccc(O)cc2)c2ccccc21	x	u
33	CNc1ccc([N+](=O)[O-])cc1	x	u
34	Cc1ccc(NC(=O)C2CCCN2C(=O)OC(C)(C)C)cc1C (stereo not given)	-10	-2%
35	N#Cc1cc(-c2ccccc2)nc(Oc2ccc(Cl)cc2)n1	x	u
36	O=C(Nc1ccc2c(c1)CCC2)c1cccc(S(=O)(=O)N2CCN(c3ccc(F)cc3)CC2)c1	8	17%
37	O=C(COC(=O)c1ccc(NC(=O)C2CC=CCC2C(=O)O)cc1)c1ccccc1 (stereo not given)	x	u
38	Cc1cc(C)c(C#N)c(N2CCC(C(N)=O)CC2)n1	9	6%
39	COc1ccc(N/N=C(/Oc2ccc([N+](=O)[O-])cc2)C(C)=O)cc1	x	u
40	C/C(=N\NC(=O)CN(c1ccccc1Br)S(C)(=O)=O)c1cccs1	x	u
41	CC(C)CCNC(=O)CN(C(=O)CCC(=O)Nc1ccccn1)c1ccc2c(c1)OCCO2	10	3%
42	O=C(COC(=O)C12CC3CC(CC(Br)(C3)C1)C2)NNC(=O)c1ccccc1	2	7%
43	COCCn1c(SCC(=O)Nc2ccc(F)cc2)nc2ccccc2c1=O	3	-12%
44	N#C/C(=C\c1c(Oc2ccccc2F)nc2ccccn2c1=O)C(=O)NC1CCS(=O)(=O)C1 (stereo not given)	x	u
45	CN(C)S(=O)(=O)N1CCC(Oc2cccc(C(=O)N3CCSCC3)c2)CC1	x	u
46	Cc1cccc(N(CC(=O)N2CCN(c3ccccc3F)CC2)S(C)(=O)=O)c1	0	-5%
47	COCCn1c(N)c(Sc2ccc(C)cc2)c(=O)[nH]c1=O	x	u
48	CC1=Nc2ccc(Br)cc2C(c2ccccc2)N1CC(=O)NN (stereo not given)	x	u
49	O=C(C1=C[C@H](c2ccccc2)C[C@H](OCc2ccc(CO)cc2)O1)N1CCN(Cc2ccccc2)CC1	1	1%
50	CC(=O)c1ccc(NC(=O)c2ccccc2Sc2ncnc3sc(C)c(C)c23)cc1	x	u
51	COc1ccc(C(=O)NC(=S)Nc2cccnc2)cc1[N+](=O)[O-]	x	u
52	CC(C)C(C(=O)NCC1CCCO1)N(C(=O)CNS(=O)(=O)c1ccc(F)cc1)c1ccccc1 (stereo not given)	x	u
53	COc1cc(NC(=O)Nc2ccccc2)c(OC)cc1NC(=O)CN1CCCCC1	9	i
54	C=C1CCN(c2ccc(C(=O)NCc3ccc(C)cc3)cc2[N+](=O)[O-])CC1	x	u
55	Cc1cc(C)n(CC(=O)N2CCCC(N3CCN(c4ccccc4C)CC3)C2)n1 (stereo not given)	-18	-2%
56	O=C(NCCO)C(=O)Nc1cc2c3c(c1)CC(=O)N3CCC2	-17	-10%
57	COC(=O)C1=C(SC)N(c2ccccc2)C(c2ccccc2)CC1=O (stereo not given)	1	-2%
58	Brc1cccc(/C=N/Nc2nc(N3CCCCC3)nc(N3CCCCC3)n2)c1	4	16%
59	Cc1cc(=O)[nH]c(-c2cccnc2)n1	-3	-12%
60	COc1ccc(CNC(=O)Cn2nc(-c3ccc4c(c3)OCCO4)ccc2=O)cc1	x	u

# Additional entries follow:
no.	Molecule	Lipid storage S3 cell count max	Lipid storage S3
61	CCC1(c2ccccc2)NC(=O)N(CC(=O)Nc2ccc(S(=O)(=O)Nc3ncccn3)cc2)C1=O (stereo not given)	x	u
62	O=C(C1=C(O)C(=O)N(c2ncccn2)C1c1cccs1)c1ccco1 (stereo not given)	-1	-20%
63	CN(C)S(=O)(=O)c1ccc(C(=O)OCC(=O)Nc2cccnc2Cl)cc1	4	-19%
64	O=C(/C=C\N1CCOCC1)c1ccc(Br)cc1	13	5%
65	COC(=O)[C@H](Cc1ccccc1)NC(=O)NCC1CCCO1 (stereo not given in full)	x	u
66	O=C(O)C1=NN(c2ccccc2)C(=O)CC1	x	u
67	COc1cc(OC)cc(C(=O)N[C@H](C(=O)Nc2nc(-c3ccc(OC)c(OC)c3)cs2)C(C)C)c1	-15	-13%
68	CC1CCCC(C)N1C(=O)c1ccc(CS(=O)(=O)c2ccccc2)cc1 (stereo not given)	x	u
69	CCN(CC)S(=O)(=O)N1CCC(C(=O)NCc2ccc3c(c2)OCO3)CC1	x	u
70	CCC1Oc2ccccc2N(CC(=O)NCCC2=CCCCC2)C1=O (stereo not given)	x	u
71	C/C(=N/OC(=O)C1CC1)c1cc(-c2ccc(Cl)cc2)no1	-17	1%
72	CC(=O)Nc1ccc(N(C(=O)c2ccco2)C(C(=O)NC2CCCC2)c2ccc(N(C)C)cc2)cc1 (stereo not given)	x	u
73	O=C(NN1C(=O)c2cc(Br)ccc2NC1c1cc(Br)cc(Br)c1O)c1ccncc1 (stereo not given)	x	u
74	O=C(Cn1c2ccc(F)cc2c2nc3n(c(=O)c21)CCS3)N1CCCC1	x	u
75	CCOC(=O)C1=C(COC(=O)CNC(=O)c2cc(OC)c(OC)c(OC)c2)NC(=O)NC1C (stereo not given)	x	u
76	Cc1ccc(C2=NN(C(=O)C3CCCO3)C(c3ccco3)C2)cc1 (stereo not given)	2	25%
77	Cc1ccccc1NC(=O)c1sc(NC(=O)COc2ccccc2)c(C#N)c1C	3	23%
78	Cc1cccc(Cn2nc(-n3cccc3)c3c(C)cc(C)nc32)c1	x	u
79	COC(=O)c1cc2n(n1)CCN(Cc1ccc(C)cc1)C2=O	x	-29%
80	CC(=O)Nc1ccc(S(=O)(=O)N2CCC(c3nc4ccccc4[nH]3)CC2)cc1	x	u
81	O=C(COC(=O)c1ccc(Cl)nc1)Nc1cccc(S(=O)(=O)N2CCCCC2)c1	x	u
82	Cc1ccc(C(=O)NC(=S)N2CCN(c3ccccc3F)CC2)cc1	21	-1%
83	C/C(=N/NC(=O)c1cn(-c2cccc(C)n2)cn1)c1ccc(C)cc1	x	u
84	COc1cccc(NC(=O)CC2Oc3ccccc3NC2=O)c1 (stereo not given)	23	11%
85	CCS(=O)(=O)N1Cc2ccccc2CC1C(=O)Nc1nc2c(C)cccc2s1 (stereo not given)	x	u
86	O=C(Cc1ccccc1)Nc1ccc(N2CCCC2)cc1	x	u
87	COc1ccc2cnn(-c3ccccc3C)c(=O)c2c1OC	-2	10%
88	O=C(CC1C(=O)NCCN1CC(c1ccccc1)c1ccccc1)NCCc1cn[nH]c1 (stereo not given)	-1	-10%
89	OCC[C@@H]1C[C@@H](O)[C@H](O)[C@@]2(CCc3ccccc3CO2)O1	9	-8%
90	COc1ccccc1CNC(=O)C1Cc2ccccc2C(=O)O1 (stereo not given)	x	u
91	O=C(NCCc1csc(-c2ccccc2)n1)c1cccs1	x	u
92	COc1cc(/C=C2\N=C(C)OC2=O)cc(Cl)c1OC(C)=O	-6	i
93	COc1ccc(/C=C(/NC(=O)c2ccccc2)C(=O)N2CCCCC2)cc1OC	x	u
94	O=C(CNC(=O)c1ccccc1F)N/N=C/c1ccco1	x	u
95	Cc1ccc(C(C(=O)NC2CCCC2)N(C(=O)c2csnn2)C2CCCC2)o1 (stereo not given)	x	u
96	CCCS(=O)(=O)c1nc(S(=O)(=O)c2ccc(C)cc2)c(NCCN2CCOCC2)s1	x	u
97	O=C(CC(C(=O)O)c1cccc(Cl)c1Cl)c1ccccc1 (stereo not given)	x	u
98	c1ccc(CSc2ncnc3sccc23)cc1	x	u
99	O=C(c1cc(-c2ccc(F)cc2)on1)N1CCOCC1	18	i
100	COc1ccc(NC(=O)C/C(C)=N/NC(=O)c2cnccn2)cc1	-6	-16%
101	COc1ccc(NC(=O)CCc2ccc(OC)c(OC)c2)cn1	-10	i
102	Cc1nc2c(cc1C(=O)N/N=C/c1ccc(O)c(O)c1)c(=O)n(C)c(=O)n2C	x	u
103	CCOC(=O)c1ccc(N2CCN(c3cc(C)ccc3C)CC2)c(N)c1	10	4%
104	CSc1ncccc1C(=O)Nc1ccc(F)c(F)c1F	19	4%
105	Cc1oc(-c2ccc(C(F)(F)F)cc2)nc1CN(Cc1ccccn1)C[C@@H]1CCC(=O)N1	-8	15%
106	CC(=O)Nc1ccc(S(=O)(=O)N2CCN(C(=O)N3CCCCC3)CC2)cc1	x	u
107	COc1ccccc1NS(=O)(=O)c1cccc(NC(=O)c2cc3ccccc3oc2=O)c1	x	u
108	Cc1ccc(NC(=O)C(C)OC(=O)/C=C/c2ccccc2)cc1 (stereo not given)	x	u
109	Cc1cccc(NC(=S)/N=C(\N)Nc2nc(C)c3cc(C)ccc3n2)c1	1	-2%
110	O=C(Nc1ccc(-c2noc(-c3ccccc3F)n2)cc1)c1cccs1	-12	-8%
111	O=C(COC(=O)[C@H](Cc1ccccc1)NC(=O)c1cccs1)NC1CCCCC1	x	u
